FBW7 activator: activators of human E3 ligase FBW7; Q969H0; AlphaScreen FBW7–phospho-cyclin E peptide binding, activator screen; normalized activity (activation), % at 26.1 µM; 650,000 compounds, 0.13% hits; AID 1259310; in the data active = normalized activity above about 1.9%;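 also: purified mutant Fbw7 with reduced substrate affinity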
GPR151 activ: human GPR151 activation; PathHunter beta-arrestin GPR151 cells, luminescence; activation, % at 11.2 µM; 650,000 compounds, 1% hits; in the data active = activation above about 4.9%;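 also: 0% = median of compound wells and 100% = cells with positive control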
Target sequence (Q8TDV0 whole entry, looked up): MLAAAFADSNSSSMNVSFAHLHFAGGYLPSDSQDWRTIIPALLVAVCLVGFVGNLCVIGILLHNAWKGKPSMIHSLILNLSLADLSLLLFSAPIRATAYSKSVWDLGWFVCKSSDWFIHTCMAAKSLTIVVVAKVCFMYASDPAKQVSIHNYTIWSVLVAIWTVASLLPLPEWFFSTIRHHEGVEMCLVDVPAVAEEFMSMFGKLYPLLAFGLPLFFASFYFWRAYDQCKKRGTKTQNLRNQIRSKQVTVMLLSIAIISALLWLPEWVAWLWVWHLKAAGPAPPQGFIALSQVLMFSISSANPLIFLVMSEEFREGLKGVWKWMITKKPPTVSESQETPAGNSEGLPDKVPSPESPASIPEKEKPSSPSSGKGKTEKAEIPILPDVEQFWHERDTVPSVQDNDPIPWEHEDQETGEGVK
TEAD-YAP block: TEAD-YAP interaction inhibition; HEK-TIYL cells, TEAD-Gal4/YAP UAS-luciferase luminescence; AID 1259422; inhibition, % at 9.12 µM; 640,000 compounds, 1.4% hits; in the data active = inhibition above about 32%;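 also: 0% = median of test compound wells and 100% = reference inhibitor wells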
MITF primary: inhibitors of human MITF; O75030; AlphaScreen MITF homodimerization, bead proximity signal; inhibition, % at 2.6 µM; 650,000 compounds, 0.91% hits; AID 1259374; in the data active = inhibition above about 50%;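 also: 0% = vehicle wells with protein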
Target sequence (O75030 whole entry, looked up): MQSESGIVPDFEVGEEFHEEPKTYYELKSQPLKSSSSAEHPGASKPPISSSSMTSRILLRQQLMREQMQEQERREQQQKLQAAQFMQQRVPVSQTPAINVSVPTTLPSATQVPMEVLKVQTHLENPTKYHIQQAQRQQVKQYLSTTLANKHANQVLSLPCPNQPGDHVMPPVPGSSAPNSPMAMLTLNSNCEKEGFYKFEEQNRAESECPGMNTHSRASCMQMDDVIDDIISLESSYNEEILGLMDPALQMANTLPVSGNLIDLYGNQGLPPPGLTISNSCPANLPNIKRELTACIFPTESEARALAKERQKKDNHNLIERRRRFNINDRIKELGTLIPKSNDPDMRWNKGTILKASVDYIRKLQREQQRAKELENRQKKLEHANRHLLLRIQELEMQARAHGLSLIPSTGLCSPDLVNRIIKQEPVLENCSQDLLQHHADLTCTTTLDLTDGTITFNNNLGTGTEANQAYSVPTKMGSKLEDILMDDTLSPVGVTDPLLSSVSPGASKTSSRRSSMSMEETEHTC
* = called active by the depositor; & = joins results of further samples.

Results follow in this order: GPR151 activ	TEAD-YAP block	MITF primary	FBW7 activator
COCC(=O)Nc1nnc(SCC(=O)Nc2ccc(C)c(C)c2)s1
 : 0.4	8	-21	0.0
CCOc1cc(C#N)ccc1OCC(=O)Nc1ccccc1
 : 0.5	-11	-6	-0.3
COc1ccc(NC(=O)Cn2c(=O)n(CC3CCCO3)c(=O)c3ccccc32)c(OC)c1 (centres undefined)
 : 0.9	6	4	0.1
COC(=O)c1c(NC(=O)c2ccc(S(=O)(=O)N(C)C3CCCCC3)cc2)sc2c1CC(C)(C)NC2(C)C
 : 2.1	9	3	0.0
Cc1cc(Nc2nc3ccccc3n3cnnc23)c2ccccc2n1
 : -0.4	-5	-3	0.0
Cc1cc(C(F)(F)F)c2c(N)c(C(=O)Nc3cccc(C(F)(F)F)c3)sc2n1
 : -0.5	7	0	0.1
Cc1noc(-c2ccccc2)c1NC(=O)NCc1cccs1
 : 2.7	-1	30	0.2
CN1CCN(C(=O)c2cn(C)c3ccc(S(=O)(=O)N(C)C)cc3c2=O)CC1
 : 4.8	-9	-4	-0.1
NC(=O)COC(=O)c1nn(-c2ccccc2)c(=O)c2ccccc12
 : -0.5	8	4	-0.1
COc1ccc(C)cc1NC(=O)CCN1CCCCC1
 : 1.1	3	4	-0.1
COCCN1C(=O)NC(Cc2ccc(F)cc2)(C2CCN(CC3CC=CCC3)CC2)C1=O (centres undefined)
 : -1.0	-5	-9	0.1
CC(C)N1CCC(N2CCN(Cc3c(F)cccc3Cl)CC2CCO)CC1 (centres undefined)
 : -0.3	6	4	0.1
CCC(=O)N1c2ccccc2NC2=C(C(=O)CC(c3ccc(OC)cc3)C2)C1c1cc(OC)c(OC)c(OC)c1 (centres undefined)
 : -0.4	5	5	-0.1
COC(=O)C1CCCCC1C(=O)NCCSCc1nc(OC)cc(OC)n1 (centres undefined)
 : -0.6	5	-9	-0.1
CC(=O)NC12CC3CC(CC(CC(=O)O)(C3)C1)C2
 : 1.7	3	-1	0.0
COc1cccc(C2CC(c3ccc(OC)c(OC)c3)=NN2S(C)(=O)=O)c1 (centres undefined)
 : -0.1	-69	0	0.0
CSc1ccc(/C=N/NC(=O)COc2cccc(C)c2)cc1
 : 0.0	-1	-5	0.1
O=C(Nc1ccc(S(=O)(=O)Nc2ncccn2)cc1)c1cc(F)c(F)c(F)c1F
 : 1.3	-1	2	0.0
CCc1c(C)nc(SCC(=O)NC(C)(C)C)[nH]c1=O
 : 1.3	1	9	0.6
CC1C(C(=O)N(C=O)NC(=O)c2ccc(Cl)cc2)C2C=CC1C21CC1 (centres undefined)
 : -1.2	-8	-10	-0.2
Cc1cccc(NCC(=O)N/N=C\c2ccc(Br)c([N+](=O)[O-])c2)c1
 : -0.6	0	-5	0.1
O=C1C2C3c4ccccc4C(c4ccccc43)C2C(=O)N1Cc1cccnc1 (centres undefined)
 : 1.9	-6	7	0.0
CCOc1ccc(C(=O)Nc2nc3ccc(OC)cc3s2)cc1Cl
 : -0.5	7	8	0.3
CC1=C(C(=O)Nc2ccccc2C)C(c2ccco2)C(C#N)=C(SCC(=O)Nc2cc(C)ccc2C)N1 (centres undefined)
 : -0.9	-3	-6	-0.1
Nc1nonc1-c1noc(-c2ccc(Cl)cc2Cl)n1
 : -0.6	-28	13	0.0
CCOC(=O)C1=C(C)N=c2s/c(=C\c3ccc(OCc4ccc(Cl)cc4)cc3)c(=O)n2C1c1ccc(OC)cc1 (centres undefined)
 : -0.6	-4	7	0.5
CN1CCC(=NNC(=O)C(=O)Nc2ccc(Cl)c(Cl)c2)CC1
 : 1.0	-3	11	0.1
CN(C)C(=O)COC(=O)c1ccccc1OCC(=O)Nc1ccc(SC(F)F)cc1
 : 2.5	11	-1	-0.2
c1cc2c(cc1-c1cnc3n1CCC3)OCCO2
 : -0.2	-4	22	-0.3
COc1ccc(C(=O)N2CCN(Cc3cccc(OC)c3)CC2)cc1
 : 1.3	-2	46	0.6
COc1ccc(-c2cn(-c3ccc(OC)cc3)c(SCC(=O)Nc3ccccc3Cl)n2)cc1
 : -0.1	-9	10	-0.1
COCCn1nnnc1C(c1ccccc1)N1CCc2ccccc2C1 (centres undefined)
 : -1.1	-4	9	0.0
Cc1nc2cccc(C(=O)NCC(C)C)c2o1
 : -0.8	-2	4	-0.1
CC1CCCC(C)N1C(=O)Cn1cnc2c(cnn2-c2ccccc2Cl)c1=O (centres undefined)
 : 0.5	0	5	0.2
COc1cccc(NS(=O)(=O)c2ccc(OC)c(Cl)c2Cl)c1
 : -0.2	12	4	0.0
COc1ccc2oc(C)c(C(=O)Nc3ccc(C)cc3)c2c1
 : -1.5	-10	-6	-0.1
Cc1ccc2c(c1)CC(C(=O)Nc1ccc(-c3ccnc(N)n3)cc1OCCN(C)C)CO2 (centres undefined)
 : -0.5&0.9	9&4	19&11	0.0&-0.3
Cc1nc(C)c(C(=O)N/N=C/c2ccc(O)cc2)cc1C(=O)N/N=C/c1ccc(O)cc1
 : 0.3	6	-5	0.2
O=C(COc1ccc(Cl)cc1)Nc1ccccc1N1CCOCC1
 : 0.2	-11	-2	-0.1
CC1=CC(C)(C)Nc2ccc(O)cc21
 : 0.5	2	16	-1.1

A different layout for part of the listing above:
canonical_smiles,GPR151 activ,TEAD-YAP block,MITF primary,FBW7 activator
COCCn1nnnc1C(c1ccccc1)N1CCc2ccccc2C1 (centres undefined),-1.1,-4,9,0.0
Cc1nc2cccc(C(=O)NCC(C)C)c2o1,-0.8,-2,4,-0.1
CC1CCCC(C)N1C(=O)Cn1cnc2c(cnn2-c2ccccc2Cl)c1=O (centres undefined),0.5,0,5,0.2
COc1cccc(NS(=O)(=O)c2ccc(OC)c(Cl)c2Cl)c1,-0.2,12,4,0.0
COc1ccc2oc(C)c(C(=O)Nc3ccc(C)cc3)c2c1,-1.5,-10,-6,-0.1

Next results:
Results follow in this order: GPR151 activ	TEAD-YAP block	MITF primary	FBW7 activator
CCN1C(=O)/C(=C/c2ccc(OC)c(O)c2)SC1=Nc1cccc(C(=O)O)c1
 : -1.6	-4	-10	-0.6
CC(=O)CC(=O)NC(C)c1ccccc1 (centres undefined)
 : 2.2	13	3	0.0
COCCn1c(SCC(=O)NNC(=O)C(C)C)nnc1C(C)C
 : -0.8	-4	11	-0.1
C/C(=C\C(=O)c1ccc(Cl)cc1)NNC(=O)Cn1ccc(C(F)(F)F)n1
 : 0.8	6	-3	-0.1
COc1ccc(N2C(=O)C3CCCN3C2c2ccccc2F)cc1 (centres undefined)
 : 0.8	3	-12	0.0
COC(=O)c1c(NC(=O)Cc2ccccc2)sc(C(=O)N2CCCCC2)c1C
 : 0.5	-8	2	-0.1
COc1ccc(-n2nnc3c(=O)n(CC(=O)Nc4ccc(C(N)=O)cc4)cnc32)cc1OC
 : 2.3	-5	-1	-0.2
c1ccc(Nc2nc(CN3CCC(Oc4cccnc4)CC3)nc3ccccc23)cc1
 : -0.4	-3	3	-0.1
Cc1cccc(-n2cc(-c3ccccc3)c3c(N4CCN(Cc5ccccc5)CC4)ncnc32)c1
 : 1.2	-6	-1	0.0
O=C(CCCn1c(=S)[nH]c2cc3c(cc2c1=O)OCO3)NCc1cccnc1
 : 2.5	-8	0	-0.1
CCOC(=O)CCC(=O)Nc1cc(-c2ccc(F)cc2)[nH]n1
 : 1.9	5	2	0.2
COc1ccc(CNCc2ccc(F)c(F)c2)cc1OC
 : -0.2	2	17	-0.3
Cn1c(CNC(=O)c2ccco2)nnc1SCC(=O)Nc1cccc(F)c1
 : -0.3	-4	-9	-0.1
COc1ccc(/C(C)=N/Nc2nc(C)c(C(=O)Nc3cccc([N+](=O)[O-])c3)s2)cc1
 : -0.4	-7	-7	-0.1
O=[N+]([O-])c1cccc(Nc2nc(-c3ccncc3)cs2)c1
 : -0.6	-9	-16	0.0
O=S(=O)(Nc1cc2c3c(oc2c2ccccc12)CCCC3)c1ccc(Br)cc1
 : 0.3	1	-2	0.1
Cn1c(=O)n(CC(=O)N2CCN(c3ccccc3)CC2)c(=O)c2ccccc21
 : -0.8	10	18	0.2
Cc1cc(Cl)ccc1Nc1nc(Cc2ccccc2)nc2sc(C)c(C)c12
 : -0.4	-1	-3	0.0
Cc1ccc(Cl)cc1NC(=O)c1nnn(Cc2ccccc2Cl)c1N
 : -1.1	6	-6	-0.1
CC1CN(S(=O)(=O)c2ccc(C(=O)NNC(=O)c3cc(=O)c4ccccc4o3)cc2)CC(C)O1 (centres undefined)
 : -1.2	1	-10	0.1
N#Cc1c(NC(=O)C2CC(=O)OC23CCCCC3)sc2c1CCCC2 (centres undefined)
 : 2.0	-5	-2	0.4
CCN(CC)c1ncnc2sc(C(=O)Nc3ccc(C)cc3Br)c(C)c12
 : -0.4	-8	-12	-0.1
COc1ccc(-c2[nH]nc3c2C(c2ccc(N4CCOCC4)c([N+](=O)[O-])c2)C(C#N)=C(N)O3)cc1 (centres undefined)
 : 2.0	-5	-5	-0.5
O=C(/C=C/c1cccs1)N1CCN(c2ncccn2)CC1
 : 0.6	-47	-2	0.0
CCOC(=O)CSc1nc2sc3c(c2c(=O)n1C1CCCCC1)CCc1ccccc1-3
 : 0.1	-8	18	0.1
Cc1ccc(NC(=O)CCC(=O)NNC(=O)c2ccc(Cl)cc2)c(C)c1
 : -1.7	3	6	0.7
COc1ccc(N2C(=O)C=CC2=O)c([N+](=O)[O-])c1
 : -1.1	-3	-10	0.0
COc1ccc(NC(=O)c2sc3ncnc(N4CCN(c5ccccc5F)CC4)c3c2C)c(OC)c1
 : 0.8	6	1	0.0
COc1ccc(/C=N/OC/C(O)=C(\C#N)c2nc3ccccc3[nH]2)cc1OC
 : -0.3	-9	-10	-0.1
COC(=O)c1c(NC(=O)c2ccc(OC(C)=O)cc2)sc2c1CCCCCC2
 : 2.8	8	3	-0.1
COC(=O)C1=CN(C2CC2)C=C(C(=O)OC)C1c1ccccc1Cl
 : 0.7	19	-2	0.2
COc1ccc(/C=C/C(=O)NNC(=O)Cc2nc3ccccc3n2C)c(OC)c1
 : 1.1	4	21	-0.7
COc1ccc(OC)c(NS(=O)(=O)c2c[nH]c(=O)[nH]c2=O)c1
 : -3.2	-7	21	0.8
CN1CCN(CCCNC(=S)Nc2ccc(F)c(Cl)c2)CC1
 : 3.0	14	1	-0.1
COc1cc(CNc2ccc(F)c(F)c2)cc(OC)c1OC
 : 0.1	5	4	0.0
CCOC(=O)COc1ccc(S(=O)(=O)Nc2ccc(C(F)(F)F)cc2)cc1
 : 2.0	-2	-8	-0.1
CCN(CC)c1ccc(/C=C(\C#N)S(=O)(=O)c2ccccc2)cc1
 : -1.1	21	19	1.5
c1cc(-c2ccc3nc([C@@H]4CCCN4)[nH]c3c2)ccn1
 : 0.3	-6	19	-1.1
COc1cc(C(=O)Nc2ccc(S(N)(=O)=O)cc2)cc(OC)c1OC
 : -1.1	-6	-9	0.0
Cc1ccc(-c2csc(NC(=O)COc3ccccc3C#N)n2)cc1
 : 2.7	-8	5	0.1
COc1ccc(C(=O)NNC(=O)CN2CCC(n3nnc4cc(C)ccc43)CC2)cc1
 : 1.5	2	5	0.0
COc1ccc(C(c2nnnn2Cc2cccs2)N2CCN(C)CC2)c(OC)c1 (centres undefined)
 : -1.7	-2	14	1.2
NS(=O)(=O)c1ccc(NC(=O)CSc2ccc(F)cc2)cc1
 : 0.2	-2	3	0.0
CC1CC(C)CN(C(=O)Cc2cccc3ccccc23)C1 (centres undefined)
 : 0.4	1	-16	0.2
C=CCOc1ccc(C2C(C#N)=C(N)OC(C)=C2C(=O)OCC)cc1 (centres undefined)
 : 1.1	10	10	0.3
CCOC(=O)CNC(=O)C(C)Oc1ccc(Cl)cc1Cl (centres undefined)
 : -0.8	-5	-10	-0.1
CCCC12CN3CC(C)(CN(C1)C3c1ccccc1O)C2=O (centres undefined)
 : 1.6	0	2	0.1
Cc1nn2c3ccc(N)cc3nc2c2ccccc12
 : -1.0	26	-10	0.1
Cc1ccc(C(c2nnnn2CCc2ccccc2)N2CCN(C)CC2)cc1 (centres undefined)
 : 0.3	6	-1	-0.3
c1cn(-c2ccc(Nc3cc(Nc4ccc(N5CCOCC5)cc4)ncn3)cc2)cn1
 : 1.9	-7	-17	-0.1
Cc1ccc(-n2c(=O)c(C#N)cc3c(=O)n4cc(C)ccc4nc32)cc1
 : 0.3	8	12	-0.1
COc1cccc2c3c([nH]c12)C1(CCN(CCCC#N)CC1)N(C=O)CC3
 : 1.8	2	21	-0.5
